Compound activity as filed in PubChem.
OXTR ag = activates the human oxytocin receptor; P30559; CHO-OTR cells, Fluo-8 calcium fluorescence; normalized: DMSO 0%, oxytocin 100%; activation, % at 3 µM; 320,000 compounds, 0.32% hits;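 active = activation above the mean of all tested compounds plus 3 SD, cutoff set per screening run, cut at about 20% in these data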;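 also: peak over basal fluorescence ratio from a 100 s FLIPR kinetic read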
GPR7 antag = antagonists of human GPR7 (neuropeptides B/W receptor 1) | AID 1861 | 290,000 compounds, 1.1% hits | P48145 | GPR7-expressing cells, fluorescence antagonist assay | inhibition, % at 4.4 µM; in the data active = inhibition above about 16%, passing the limit was not always enough;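 also: cells stimulated with the agonist NPW; 0% = agonist with vehicle and 100% = vehicle without agonist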
Target sequence (P48145 whole entry, looked up): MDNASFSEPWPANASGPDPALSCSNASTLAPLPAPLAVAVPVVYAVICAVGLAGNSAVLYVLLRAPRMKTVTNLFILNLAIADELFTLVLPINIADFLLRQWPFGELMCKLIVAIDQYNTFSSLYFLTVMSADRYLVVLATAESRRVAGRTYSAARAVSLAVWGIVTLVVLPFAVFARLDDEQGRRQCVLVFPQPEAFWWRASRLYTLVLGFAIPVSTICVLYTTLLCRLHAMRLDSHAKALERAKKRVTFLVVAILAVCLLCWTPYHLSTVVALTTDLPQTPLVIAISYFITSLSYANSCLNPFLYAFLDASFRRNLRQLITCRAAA
MEKK2 mut-MEK5 = signal of MEK5 binding to mutant human MEKK2 PB1 domain | bead flow cytometry, Alexa488-MEK5 binding to MEKK2 mutant | percent response, % at 10 µM | 290,000 compounds, 0.35% hits | AID 1530; in the data active = percent response above about 24%, passing the limit was not always enough; also: inactives centre near 1; some results filed as inactive read as strong as hits
M18AAP inhibitor = blocks P. falciparum M18 aspartyl aminopeptidase; 290,000 compounds, 1.2% hits; AID 1822; inhibition, % at 7.35 µM; recombinant PfM18AAP, H-Glu-NHMec fluorogenic cleavage;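 active = inhibition above the campaign mean inhibition over all tested compounds plus 3 SD, cut at about 28% in these data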;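 also: 0% = plate median of test compound wells and 100% = 2 mM ZnCl2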
V1aR counter = activates human V1a receptor in oxytocin agonist counter-screen; P37288; CHO-V1R cells, Fluo-8 calcium fluorescence, agonist mode; 0% DMSO, 100% 3 nM vasopressin; activation, % at 3 µM; 320,000 compounds, 0.25% hits; AID 2797;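 active = activation above the mean activation of all tested compounds plus 3 SD, per screening run, cut at about 20% in these data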;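 also: signal is peak over basal fluorescence ratio across a 100 second FLIPR read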
Target sequence (P37288 whole entry, looked up): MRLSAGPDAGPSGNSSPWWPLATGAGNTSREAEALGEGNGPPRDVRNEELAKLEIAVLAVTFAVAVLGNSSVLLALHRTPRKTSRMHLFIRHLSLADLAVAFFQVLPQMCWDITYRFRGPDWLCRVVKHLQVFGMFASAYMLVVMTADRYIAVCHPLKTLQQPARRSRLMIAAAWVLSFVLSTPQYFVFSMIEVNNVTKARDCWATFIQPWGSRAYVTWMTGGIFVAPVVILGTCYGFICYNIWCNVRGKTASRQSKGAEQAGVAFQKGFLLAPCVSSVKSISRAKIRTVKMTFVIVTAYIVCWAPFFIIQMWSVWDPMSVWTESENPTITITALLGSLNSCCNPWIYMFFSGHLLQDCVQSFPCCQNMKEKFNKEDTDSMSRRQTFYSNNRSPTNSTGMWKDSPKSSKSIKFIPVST
NALP1 inh = NALP1 inhibition | S. cerevisiae NALP1/ASC/caspase-1 growth, X-gal OD620, 72 h | inhibition, % at 10 µM | 280,000 compounds, 0.61% hits | AID 2071; in the data active = inhibition mostly above about 24%, no sharp cut-off; inactive = mostly below about 32%; also: some compounds called inactive have numbers as strong as hits
GalR3 antagonist = blocks the human galanin receptor 3 | O60755 | inhibition, % at 3 µM | AID 651719 | 360,000 compounds, 0.44% hits | HEK293 GalR3-CNG cAMP membrane potential fluorescence; galR3 body fused to GalR1 C-terminus;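 active = inhibition above the screen-wide average plus 3 SD, cut at about 13% in these data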;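 also: forskolin and galanin both at EC90 stimulate the cells; cAMP rise reported by CNG channel membrane potential dye signal; 0% = forskolin plus galanin with DMSO and 100% = forskolin alone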
Target sequence (O60755 1-299 limits assumed): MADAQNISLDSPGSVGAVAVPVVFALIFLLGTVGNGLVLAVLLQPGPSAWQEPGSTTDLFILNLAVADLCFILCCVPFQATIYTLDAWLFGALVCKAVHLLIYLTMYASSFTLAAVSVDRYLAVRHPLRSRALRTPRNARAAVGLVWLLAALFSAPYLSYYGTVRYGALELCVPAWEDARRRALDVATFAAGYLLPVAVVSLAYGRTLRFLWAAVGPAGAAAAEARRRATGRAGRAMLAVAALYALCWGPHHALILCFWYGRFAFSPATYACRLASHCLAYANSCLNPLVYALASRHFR
MEKK2 WT-MEK5 = raises or lowers MEK5 binding to wildtype human MEKK2 PB1 domain. Q9Y2U5. bead flow cytometry, Alexa488-MEK5 binding to MEKK2 WT; actives lie on both sides. binding response (% of control), % at 10 µM. 290,000 compounds, 1.1% hits; in the data active = binding response below about 67% or above about 130%
OXTR potentiate = potentiators of human oxytocin receptor. P30559. CHO-OTR cells, Fluo-8 calcium fluorescence, potentiator mode; 0% = oxytocin EC15, 100% = EC100. activation, % at 3 µM. 320,000 compounds, 0.061% hits;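 active = activation above that plate's cutoff, the mean activation of tested compounds plus 3 SD, cut at about 6.6% in these data, passing the limit was not always enough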;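 also: 100% uses oxytocin at 75 nM as the full agonist control; some results filed as inactive read as strong as hits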
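Replication – single well per compound, singlicate · Assay system – CHO cell line stably expressing human OTR · Timing – 6 min pre-incubation, 100 s read · Measure – normalized max/min fluorescence ratio, % activation · Doses – 3.0 µM, one dose · Detection – Fluo-8 calcium dye fluorescence · Probe or stimulus – oxytocin near EC15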
Active calls of the source: *; . = not tested or not shown.

canonical_smiles,V1aR counter,M18AAP inhibitor,MEKK2 mut-MEK5,NALP1 inh,OXTR ag,OXTR potentiate,GPR7 antag,GalR3 antagonist,MEKK2 WT-MEK5
O=C(Nc1ccccc1N1CCOCC1)c1ccc(Cl)nc1,-0.1,0,1,22,0.2,-2,-8,-5,86
Cc1ccc(OCCNS(=O)(=O)c2ccc(N3CCCC3=O)cc2)cc1C,8.8,-7,-3,10,12,-13,-3,-12,94
O=C(CCn1cnnn1)Nc1cccc(F)c1,0.4,1,-14,15,0.6,0,-6,-3,78
O=c1c2ccccc2c(-c2ccccc2)nn1-c1ccccn1,-0.3,0,-1,4,-1.0,-2,2,-6,100
CC(=O)c1cccc(NC(=O)c2cc(-c3cccs3)on2)c1,2.4,-1,-5,13,1.2,4,0,-9,99
CCc1ccccc1NC(=O)C1(S(=O)(=O)c2ccc(C)cc2)CC1,-0.5,-1,-1,5,-2.6,7,-2,-7,98
COc1ccc(C(=O)OCC(=O)N2CCc3ccccc32)cc1S(=O)(=O)N1CCOCC1,1.6,.,.,.,-1.5,2,.,-7,.
COc1ccc(-c2cc3ncnc(Cl)c3s2)cc1,-1.7,16,-3,37,-1.7,-4,5,-3,101
CCCC(=O)C1=C(O)C(C(=O)OC)C(C)(C)CC1=Nc1ccc(N)cc1 (stereo unspecified),-0.8,-6,6,-3,-1.6,6,-8,-6,107
N#Cc1ccc(-c2ccc(OCC(=O)NCC(=O)Nc3ccc(F)c(F)c3F)cc2)cc1,5.3,-9,-1,22,4.5,-8,0,-1,97
O=C(Nc1ncccc1O)c1c(O)c2ccccc2[nH]c1=O,0.1,-9,2,0,-0.3,9,-2,0,102
CC(C)Oc1ccc(C(=O)NCC(=O)Nc2ccc3c(c2)CCC3)cc1,-0.6,.,.,.,-2.2,5,.,1,.
O=C(NCC(c1cccs1)N1CCOCC1)c1ccc(Br)o1 (stereo unspecified),0.5,2,1,8,-0.4,-7,-12,-3,103
Cc1cc([N+](=O)[O-])ccc1NCc1ccccc1[N+](=O)[O-],1.0,3,-12,5,-1.0,-1,2,-4,91
CC1(C)C2CCC13CS(=O)(=O)NC3C2 (stereo unspecified),0.2,-2,10,-38,0.5,-1,4,3,111
COc1ccc(OCC(O)CNCCNc2nccc(C(F)(F)F)n2)cc1 (stereo unspecified),0.2,-10,-9,17,-0.9,-3,-4,-4,81
Cc1cnc(C(=O)OCc2nc3ccccc3o2)cn1,0.4,.,.,.,1.1,-6,.,2,.
Cc1ccc(CNC2CCCCC2)s1,0.3,-6,18,12,0.6,2,-17,-9,113
COCCCNC(=O)CCCCCNS(=O)(=O)c1ccc(Br)cc1,-1.0,-16,-3,19,-0.5,-7,6,-4,95
O=C(COC(=O)/C=C/c1ccc(Br)o1)Nc1ccccc1F,0.0,5,-1,8,-0.5,1,-8,.,93
COc1ccc(Cl)cc1NC(=O)c1ccccc1C,-1.9,9,3,2,-2.2,-4,-4,3,108
CCN(CC(=O)NC(C)C)C(=O)c1ccc(S(=O)(=O)N(C)c2ccccc2OC)cc1,0.2,0,8,13,0.3,0,-10,-1,103
Cc1nnc(NC(=O)CSc2ccc(-c3ccc(Cl)cc3)nn2)s1,0.2,-7,-10,14,-2.4,-13,8,-4,85
CC(C)(C)C(=O)N1CCC(O)(CS(=O)(=O)Cc2ccccc2)CC1,0.3,3,-2,17,0.6,-5,-9,-3,102
O=S(=O)(c1ccc(NC2CCCCC2)cc1)N1CCOCC1,2.8,4,2,21,2.2,-6,-17,-4,107
Cc1ccc(C(=O)N2CCN(c3cc4c(cc3[N+](=O)[O-])n(C)c(=O)n4C)CC2)cc1,2.3,5,0,4,3.3,-6,-3,-3,96
CCCCNC(=O)N1CCN(C(c2ccccc2)c2ccccc2)CC1,-1.1,-6,14,-4,-1.8,-8,-23,.,109
Cc1ccc(SCC(=O)OCC(=O)N(C)C2CCS(=O)(=O)C2)cc1C (stereo unspecified),1.3,.,.,.,2.2,2,.,-2,.
O=C(CCC(=O)OCC(F)(F)C(F)F)NCc1ccccc1,0.6,2,0,30,-0.5,0,4,-4,102
CCOC(=O)c1c(NC(=O)c2ccc(C)cc2)sc2c1CC(C)(C)NC2(C)C,1.5,3,30,11,1.9,-3,-10,.,138*
COc1ccc(C(=O)COC(=O)c2cccc(-n3cnnn3)c2)c(OC)c1,1.6,.,.,.,-0.6,-7,.,-2,.
O=Cc1cn(CC(=O)Nc2ccc3c(c2)OCO3)c2ccccc12,9.0,-4,-1,-8,11,-25,-8,-5,108
CCOC(=O)C1=C(C)NC(=S)NC1c1ccc(-c2ccc(Cl)cc2)o1 (stereo unspecified),-0.4,16,2,10,-1.8,-7,1,-3,97
O=C(CSc1nnnn1-c1ccc(O)cc1)N1N=C(c2ccc3ccccc3c2)CC1c1ccccc1 (stereo unspecified),1.0,6,-5,14,0.1,1,-3,.,88
O=C1C=C(c2ccc(Cl)cc2)C(=O)N1Nc1ccccc1,0.9,-8,2,1,4.1,-16,5,-3,98
O=C(O)CSc1nnc(Cc2cccc3ccccc23)n1-c1cc(C(F)(F)F)cc(C(F)(F)F)c1,-0.5,-6,-9,0,0.0,1,-7,4,99
COc1c(O)cccc1[C@@H](O)C1CCN(CCc2ccc(F)cc2)CC1,1.6,.,4,.,0.7,-6,.,-1,108
N#CC1(NC(=O)COC(=O)/C=C/c2ccc3ccccc3n2)CCCCC1,3.4,0,5,12,0.1,3,-10,-2,108
Cc1[nH]c2ccccc2c1C(=O)C(=O)NCCc1c[nH]c2ccccc12,3.6,2,0,8,6.7,-8,-5,-6,100
COc1ccc(OC)c(CNC(=O)CCn2c(=O)c3cccn3c3ccc(F)cc32)c1,0.5,-11,0,22,0.4,-3,-3,1,101
Cc1ccc(-n2c3c(cc(C(=O)NCc4ccco4)c2=O)C(=O)CCC3)cc1,-1.2,-1,2,-5,-2.2,-12,-2,-2,100
C=CCN(CC=C)C(=O)C1CCC(C(=O)N(CC=C)CC=C)CC1 (stereo unspecified),1.1,5,9,29,0.1,-3,-15,-2,100
O=C1C=C(NC2CC2)C2(CCCCC2)O1,0.6,1,12,10,1.6,-2,5,-4,104
C=CCSC(=S)Nc1c(C)n(C)n(-c2ccccc2)c1=O,0.6,-3,4,-7,1.6,-3,6,-3,99
O=C(/C=C/Nc1ccc(Br)cn1)c1cccc(OC(F)F)c1,0.2,.,.,.,-0.3,-3,.,-7,.
CC(C)C[C@H](NC(=O)c1nc[nH]c1C(=O)N[C@@H](CC(C)C)C(=O)OC(C)(C)C)C(=O)OC(C)(C)C,-0.7,.,3,.,-1.8,-14,.,0,96
O=C(Nc1nccs1)C(c1ccccc1)N1CCCCC1 (stereo unspecified),0.8,4,-1,26,-0.8,-15,-6,0,98
Fc1cccc(CSc2nc3ncccc3[nH]2)c1,1.2,14,3,-29,0.5,-2,-16,-1,102
COc1cccc(C2c3c(-c4cc(Cl)c(C)cc4O)n[nH]c3C(=O)N2Cc2cccnc2)c1 (stereo unspecified),0.1,1,12,11,-0.5,-9,-8,12,104
CCN1/C(=C/c2cccc[n+]2C)Sc2ccc(OC)cc21,0.4,3,9,19,1.1,2,-1,-9,107
Cc1ccccc1-c1nn(-c2ccccc2)cc1C(=O)NCC(c1ccco1)N1CCCC1 (stereo unspecified),-0.7,.,.,.,-0.8,-8,.,-6,.
Cc1nc2ccc(NS(=O)(=O)c3cccc([N+](=O)[O-])c3)cc2s1,11,.,.,.,16,-8,.,-6,.
CC(=O)Nc1ccc(SC[C@H](c2ccccc2)N2CCN(CCc3ccccc3)CCC2=O)cc1,0.9,.,5,4,1.6,-18,.,-2,112
Cc1ccc(NC(=O)Nc2ccc([N+](=O)[O-])cc2)nc1,0.3,5,0,8,0.6,0,-6,1,101
CCC1CN(C(=O)N2CCC(C(=O)NCc3ccccc3C)CC2)c2ccccc2O1 (stereo unspecified),5.8,-2,4,15,5.0,-11,13,-12,103
CCn1c(SCc2ccc(C(=O)OC)o2)nc2sc3c(c2c1=O)CCCC3,-0.2,-7,-4,11,-0.7,-5,-10,-7,91
CC(C)n1c(=S)[nH]c2ccccc21,-0.2,7,6,8,-0.4,0,-10,-4,100
CNc1[nH]c(=O)[nH]c(=O)c1N=Nc1cc(Cl)ccc1Cl,0.8,.,.,.,0.0,0,.,1,.
CCOc1ccc(-c2cnc(SCC(N)=O)nc2N)cc1,0.0,5,-4,4,0.7,-5,-8,-1,92
CCOC(=O)c1cc(-c2ccccc2)n(CCC(=O)O)c1C,-0.2,2,-13,10,-0.9,-6,-2,-3,88

Additional records.
canonical_smiles,V1aR counter,M18AAP inhibitor,MEKK2 mut-MEK5,NALP1 inh,OXTR ag,OXTR potentiate,GPR7 antag,GalR3 antagonist,MEKK2 WT-MEK5
CC(C)NC(=O)COc1ccc(OCc2ccccc2)cc1,8.6,2,-1,2,5.5,-2,-10,-11,105
O=C(CSCc1ccccc1Br)N/N=C/c1ccccc1C(=O)O,0.9,2,-20,2,0.9,-12,-9,3,82
Cc1cc(C)c(S(=O)(=O)N2CCN(c3ccc([N+](=O)[O-])c(NCC4CCCO4)c3)CC2)c(C)c1 (stereo unspecified),0.3,-5,-1,12,-0.5,-7,-2,-1,97
O=C(NCC(O)c1ccc([N+](=O)[O-])cc1)c1cccc(S(=O)(=O)N2CCCC2)c1 (stereo unspecified),2.5,-1,2,24,1.3,-11,-13,3,106
Cc1ccc(NC(=O)c2ccc(=O)[nH]c2)cc1S(=O)(=O)N1CCCCCC1,1.5,.,.,.,1.4,1,.,-6,.
S=C(Nc1cccnc1)Nc1ccccn1,0.4,11,1,-5,-1.2,-5,-14,.,99
CCC(=O)NC(=S)Nc1ccc(NC(=O)c2ccc(OC)cc2)cc1,0.7,3,-1,24,1.1,0,-10,-4,98
O=C(Cn1cnc([N+](=O)[O-])c1)c1ccc(Cl)cc1,0.9,.,.,.,-0.6,7,.,-5,.
CCN(CC)C(=O)CN1C(=O)COCC1=O,1.1,-4,-3,14,-0.5,0,2,-7,96
O=C(O)CCc1nc2cc(C(F)(F)F)ccc2n(Cc2ccccc2)c1=O,0.5,6,1,7,2.8,7,-11,-6,99
Cc1c(N(C)S(=O)(=O)c2cccc(C(=O)NCC3CCCO3)c2)c(=O)n(-c2ccccc2)n1C (stereo unspecified),-0.9,.,.,.,0.0,-1,.,-3,.
CN(C)C(=O)COC(=O)c1cccnc1Nc1ccccc1F,0.6,0,4,6,-1.1,-1,-2,-5,105
CCOC(=O)C1=C(C)N(C)C(C)=C(C(=O)OCC)C1c1ccsc1,-1.3,5,1,-5,-1.7,6,-45,-8,106
CCOC(=O)c1nc(N)c(C(=O)OCC)[nH]1,0.7,1,10,4,0.9,-10,-7,0,118
Cc1c(-c2ccccc2)nc(N)c(C#N)c1-c1ccco1,-1.1,5,0,-14,-1.0,-1,-4,-3,98
